NIH3T3 tox = NIH 3T3 cell cytotoxicity. NIH 3T3 viability, CellTiter-Glo ATP luminescence, 48-72 h. hit rate 4.3% among 94,000. AID 1345082. Potency, µM (top dose mostly 96.7 µM), inactives show at the highest dose activity change, negative = cytotoxicity, actives largely listed as inhibitors; note: potency is the fitted concentration of half-maximal effect; nearly all actives have a fitted effect of over 55% in size
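Mouse fibroblast NIH 3T3 cells, 400 per well, received compound via pintool and were incubated for 48 or 72 hr prior to CellTiter-Glo ATP luminescence measurement.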
SNCA expr inh = SNCA gene expression inhibition. Potency, µM (doses to about 57.2 µM), without a hit: at the top dose activity change, negative = inhibition, usual class: inhibitors. HEK-293 SNCA-luciferase knock-in, luminescence, 24 h. hit rate 0.17% among 140,000;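 note: potency is the fitted concentration of half-maximal effect; plate controls were DMSO cells for no effect and cell-free wells for full effect; nearly all actives have a fitted effect of over 45% in size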
IP6K1 inhibitor = blocks human inositol hexakisphosphate kinase 1; Q92551; IP6K1 kinase, ADP-Glo luminescence, 2 h; hits give low values; activity change, % (series mostly up to about 58 µM); hit rate 0.81% among 140,000; in the data active = activity change below about -25%
Target sequence (Q92551 whole entry, looked up): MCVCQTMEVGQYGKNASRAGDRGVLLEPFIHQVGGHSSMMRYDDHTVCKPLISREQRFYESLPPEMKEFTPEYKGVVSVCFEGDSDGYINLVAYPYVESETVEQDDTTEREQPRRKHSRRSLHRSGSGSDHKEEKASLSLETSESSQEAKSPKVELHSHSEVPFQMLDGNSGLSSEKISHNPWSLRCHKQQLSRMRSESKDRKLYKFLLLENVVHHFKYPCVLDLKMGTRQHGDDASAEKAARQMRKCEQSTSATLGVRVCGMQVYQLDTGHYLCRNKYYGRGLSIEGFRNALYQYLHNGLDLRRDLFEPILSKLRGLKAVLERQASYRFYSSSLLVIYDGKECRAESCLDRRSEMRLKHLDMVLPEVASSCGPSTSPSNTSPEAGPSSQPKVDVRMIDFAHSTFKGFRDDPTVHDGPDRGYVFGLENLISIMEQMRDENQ
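ADP-Glo luminescence measures ADP made by human IP6K1 during a 2 h RT reaction with ATP/IP6 (mix at 1.3 mM/130 uM); top library doses 57.5 and 19.1 uM final.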
Luciferase inh = blocks purified firefly luciferase enzyme activity; Potency, µM (highest dose often 115 µM), inactives show top-dose activity change, negative = inhibition, actives largely listed as inhibitors; P08659; hit rate 2.5% among 76,000; purified P. pyralis luciferase, luminescence, biochemical; AID 1347043; note: potency is the fitted concentration of half-maximal effect; nearly all actives have a fitted effect of over 65% in size
Target sequence (P08659 whole entry, looked up): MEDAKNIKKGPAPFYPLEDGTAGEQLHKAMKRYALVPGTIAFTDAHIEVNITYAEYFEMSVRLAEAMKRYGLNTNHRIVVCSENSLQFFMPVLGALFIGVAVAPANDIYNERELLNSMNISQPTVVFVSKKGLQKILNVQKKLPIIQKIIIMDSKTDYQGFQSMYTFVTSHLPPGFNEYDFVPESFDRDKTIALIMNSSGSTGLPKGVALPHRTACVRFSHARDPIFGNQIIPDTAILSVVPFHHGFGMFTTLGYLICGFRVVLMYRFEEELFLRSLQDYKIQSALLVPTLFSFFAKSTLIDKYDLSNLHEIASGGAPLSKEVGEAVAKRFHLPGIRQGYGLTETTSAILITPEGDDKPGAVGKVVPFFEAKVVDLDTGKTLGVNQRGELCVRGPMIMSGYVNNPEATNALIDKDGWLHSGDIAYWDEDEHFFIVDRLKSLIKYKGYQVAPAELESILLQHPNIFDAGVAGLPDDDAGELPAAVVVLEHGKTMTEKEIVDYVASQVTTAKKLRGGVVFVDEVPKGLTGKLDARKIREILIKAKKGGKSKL
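Inhibitors were tested against purified firefly luciferase in a biochemical, low-substrate format (both substrates at 10uM) and luminescence measured with a CCD imager.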
HEK293 viab = cell viability loss counter-screen; hit rate 0.12% among 150,000; Potency, µM (titrated, usually from 57.1 µM), for inactives: at the top dose activity change, negative = cytotoxicity, hits mostly cytotoxic; HEK-293-SNCA-luc viability, GF-AFC fluorescence, 24 h;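 note: potency is the fitted concentration of half-maximal effect; 0% = DMSO-treated cells and -100% = medium-only wells without cells; nearly all actives have a fitted effect of over 30% in size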
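Cytotoxicity counterscreen: after 24 h compound treatment of genome-edited SNCA-luciferase HEK-293 cells, live-cell protease substrate GF-AFC read by fluorescence after 30 min; activity scaled between DMSO (0%) and medium-only (-100%), curves Hill-fitted.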
HEK cytotox = cytotoxic compounds in HEK 293 cells; hit rate 6.6% among 94,000; HEK 293 viability, ATP luminescence (CellTiter-Glo), 48-72 h; AID 1345083; Potency, µM (doses to about 115 µM), for the others: top-dose activity change, negative = cytotoxicity, most hits filed as inhibitors; note: potency is the fitted concentration of half-maximal effect; nearly all actives have a fitted effect of over 60% in size
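Cells seeded first (HEK 293, 250 cells/well), then compound added by pintool. Incubation ran 48 or 72 hr at 37 degree Celsius. CellTiter-Glo was added and luminescence imaged after 10 min at room temperature.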
GPT2 inhibitor = GPT2 alanine aminotransferase inhibition; Recombinant GPT2, coupled pyruvate oxidase/HRP Amplex Red fluorescence; Potency, µM (top dose mostly 57.7 µM), for the others: top-dose activity change, negative = inhibition, usual class: inhibitors; hit rate 0.25% among 100,000; AID 1671188; note: potency is the fitted concentration of half-maximal effect; nearly all actives have a fitted effect of over 60% in size; many of its hits are not listed in these tables
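Inhibition is scored from Amplex Red fluorescence generated when pyruvate oxidase and HRP act on pyruvate released by GPT2. Reactions contain 10ng/uL enzyme, 250uM a-KG and 2mM L-alanine and run 30 min at room temperature.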
* = called active by the depositor; i = inactive; ? = inconclusive; . = not tested or not shown; [ ] = dose if it differs, or a comment. Unless noted, calls come from the whole dose curve; as a rule, active = well fitted curve in the direction sought with a large enough effect; inconclusive = small, poorly fitted or top-dose-only effect, or another doubt; inactive = no such curve, though single readings can be large; an effect the other way counts as inactive or inconclusive. Unless noted, % is set by controls: 0 for no effect and ±100 for the full control effect. The list is partial, so the mix of outcomes need not match the whole.

| mol | NIH3T3 tox | SNCA expr inh | IP6K1 inhibitor | Luciferase inh | HEK293 viab | HEK cytotox | GPT2 inhibitor |
| --- | --- | --- | --- | --- | --- | --- | --- |
| CNC(=O)C1(N2CCC[C@H]2C(=O)NCCNC(C)=O)CCCCC1 | -14%[174 µM] | 11%[87.6 µM] | 0 | -7%[172 µM] | 1%[87.6 µM] | i | -4%[88.5 µM] |
| CCOC(=O)c1ccccc1NC(=O)Cc1c(C(=O)O)c(C)cn1C | . | 6% | -14 | . | 10% | . | . |
| CCCC1CCN(C(=O)c2coc(COc3ccc4ccc(OC)cc4c3)n2)C1 (configuration not stated) | ? | -9% | 3 | -3% | 6% | ? | ? |
| CC(=O)c1ccc(NC(=O)N[C@H]2CO[C@H]3[C@@H]2OC[C@H]3OC(=O)NC2CCCCC2)cc1 | -4%[174 µM] | 26%[87.6 µM] | 4 | 5%[172 µM] | -4%[87.6 µM] | -22%[172 µM] | 2%[88.5 µM] |
| CCc1ccc(OCC2c3cc(OC)c(OC)cc3CCN2C(=O)c2ccc(S(=O)(=O)N3CCCC3)cc2)cc1 (configuration not stated) | . | 11% | 4 | . | 4% | . | . |
| C[C@H]1[C@@H]2[C@@H](O)C([C@H](C)C(=O)NC3CCCC3)CC[C@@]2(C)CC[C@@H]1NC(=O)c1ccc(C#N)cc1 (some centres not stated) | -27% | -21% | 8 | 11% | 1% | -20% | 4% |
| COc1ccc(OCC2CN(CC3CC3)[S+](=O)([O-])c3cnccc3O2)cc1 (configuration not stated) | -20%[46.1 µM] | -8%[25.6 µM] | 0 | . | 0%[23.9 µM] | ? | -3%[27.3 µM] |
| O=S(=O)(c1cccc(C(F)(F)F)c1)N1CCN(c2ccc3nnc(C4CC4)n3n2)CC1 | ? | . | 25 | . | . | ? | . |
| COc1ccc(Cn2c(=O)c(C(=O)N3CCN(C(=O)c4cccc(OC)c4)CC3)nc3cccnc32)cc1 | -36% | -17% | 10 | . | -14% | -22% | i |
| CC(=O)Nc1ccc(S(=O)(=O)N2CC[C@H](c3nnc(C)o3)C2)cc1 | -8%[138 µM] | -5%[87.6 µM] | -3 | 1%[172 µM] | 12%[87.6 µM] | 2%[172 µM] | -13%[88.5 µM] |
| COC(=O)CNC(=O)c1ccc2nnc(-c3cccc([S+](C)(=O)[O-])c3)n2c1 | -18% | 5% | 13 | . | 3% | -13% | 2% |
| COC(=O)CNC(=O)C1CCCN(Cc2cccc(-c3cccc(C)c3)c2)C1 (configuration not stated) | ? | -3% | -9 | . | -2% | -21% | -5% |
| O=S(=O)(NC[C@H]1O[C@@H](CO)[C@@H](O)[C@H]1N1CCN(c2ccccc2)CC1)c1ccc(F)cc1 | -15% | 1% | 17 | -8% | 4% | -8% | -24% |
| CNC(=O)[C@@H]1CN(C(=O)CCn2cccn2)C[C@H]1COC | 2% | -7% | 0 | 3% | 7% | 2% | i |
| CCOC(=O)c1ccc(NC(=O)Nc2c[nH]c(=O)[nH]c2=O)cc1 | . | -20% | -13 | . | 10% | . | . |
| Cc1ccccc1-c1nc(CN2CCC(C(=O)NCc3ccccc3Cl)CC2)c(C)o1 | . | 18% | -8 | . | 27% | . | . |
| O=C(Nc1cc(-c2ccccn2)nn1-c1ccccc1)c1ccc(Cl)cc1 | -15% | 8% | -7 | . | -3% | -11% | 2% |
| COc1ccc(-c2cc(C(=O)NC(C)c3ccccc3)c3cc(C(C)C)ccc3n2)cc1 (configuration not stated) | . | -24% | 6 | . | -5% | . | . |
| O=C(CCS(=O)(=O)c1nc(-c2cccs2)cc(C(F)(F)F)n1)Nc1cc(Br)ccc1O | . | ? | -7 | . | ? | . | . |
| O=C(NCc1ccccc1Cl)C1CCCN(Cc2cccc(-c3ccsc3)c2)C1 (configuration not stated) | 13µM* | . | -2 | . | . | 22µM* | . |
| Cc1c(CCNC(=O)c2ccc(Br)o2)sc2nc(-c3ccc(F)cc3)nn12 | . | 104%[activator] | -6 | . | ? | . | . |
| COc1cccc(C(=O)N2CCC(C(=O)N3CCC(c4nc5ccncc5[nH]4)C3)CC2)c1 (configuration not stated) | 2% | 20% | -4 | . | 9% | -16% | -18% |
| O=C(NCc1nnc2ccc(-c3ccc(F)cc3)nn12)c1ccc(Cl)s1 | -25% | -18% | 5 | -4% | -26% | -1% | i |
| CCOC(=O)c1cccc(NC(=O)NC(C)c2c(-n3cccc3)sc3c2CCN(C)C3)c1 (configuration not stated) | . | ? | -19 | . | 2% | . | . |
| COCc1cc(CC2(NCc3ccccc3Cl)COC2)no1 | -26%[174 µM] | -5%[87.6 µM] | 2 | 1%[172 µM] | 4%[87.6 µM] | -11%[172 µM] | -2%[88.5 µM] |
| CCS(=O)(=O)N1CCC(Oc2ncccc2C(=O)N(C)C)C1 (configuration not stated) | i | 8% | 26 | -5% | 2% | -1% | i |
| Cc1cc(-c2nccc3c(=O)cc(N4CCOCC4)oc23)ccn1 | 32µM* | 42%[activator][87.6 µM] | -3 | -2%[172 µM] | 4%[87.6 µM] | -21%[172 µM] | 3%[88.5 µM] |
| CCc1ccc(CNC(=O)c2ccc3c(Cl)c4c(nc3c2)CCCC4)cc1 | . | 9% | -12 | . | 5% | . | . |
| CCn1cc(S(=O)(=O)N2CCCCCCNC(=O)[C@@H]3CCCC[C@@H]32)cn1 | -13% | 14% | 5 | 0% | -12% | 4% | i |
| O=C(CCCc1ccccc1)NCCc1noc(-c2cccnc2)n1 | -3% | -7% | 1 | -5% | -2%[12.5 µM] | 11% | 5% |
| O=C(CCC1CCCN(S(=O)(=O)c2cccc(F)c2)C1)NC1CCCCC1 (configuration not stated) | ? | -17% | 7 | 7% | -18% | ? | -15% |
| CN(C)[C@@H]1CN(C(=O)C2CCC2)CC[C@@H]1CO | -8% | 141%[activator] | -4 | ? | 12%[12.5 µM] | -8% | -2% |
| CCc1nc2c(c(-c3ccc(Cl)cc3)n1)CCN(Cc1ccccc1)CC2 | -29% | 22% | 1 | -1% | -5% | ? | i |
| CCn1c(C2CCCNC2)nn(Cc2noc(-c3ccc(C)cc3)n2)c1=O (configuration not stated) | -14% | -20% | -9 | -4% | 4% | -10% | -4% |
| CCOc1ccc(NC(=O)COc2ccc(S(=O)(=O)NC3CCCCC3)cc2)cc1 | . | -8% | -6 | . | -16% | . | . |
| CN(C)c1ccc(-c2noc([C@@H]3CCCN3Cc3cnc4ccccc4c3)n2)cn1 | ? | -39%[87.6 µM] | 18 | 14µM* | -20%[87.6 µM] | ? | ? |
| CCOc1ccc(CCNC(=O)c2cn(-c3ccc(OC)cc3)c(=O)c3ccccc23)cc1OCC | . | -12% | -9 | . | -22% | . | . |
| O=C1CCCN1CCC1CCCCN1C(=O)c1cn(Cc2ccc(F)cc2Cl)nn1 (configuration not stated) | -24% | -19% | 9 | 0% | -6% | -6% | -41% |
| C=Cc1cccc(-c2nccn2-c2cccc(CN)c2)c1 | -25% | -27% | -15 | -7% | 1% | ? | i |
| O=C(NC1CCN(c2cc(-c3cccs3)[nH]n2)C1)c1ccccc1Br (configuration not stated) | ? | 10% | -3 | -3% | -10% | ? | -19% |
| O=C(NCc1nnc2ccc(-c3ccccc3)nn12)c1ccc(Cl)cc1 | ? | 1% | 5 | 2% | -15% | -28% | i |
| COc1ccc(NC(=O)Nc2ccccc2OCc2cc(=O)n3ccccc3n2)c(OC)c1 | . | 22% | -20 | . | -1% | . | . |
| CCOc1ccccc1CNC(=O)c1ccc2c(c1)sc1nc(-c3cccc(OC)c3)cn12 | . | 169%[activator] | -11 | . | 1% | . | . |
| Cc1ccc(-n2ncc3c(NC4CCCCC4)ncnc32)cc1 | . | -12% | 3 | . | -2% | . | . |
| COc1ccc(-c2cnc3n2CC(C(=O)NCC2CC2)CC3)cc1 (configuration not stated) | ? | -16% | 15 | 2% | -1% | -15% | i |
| COC1CN(c2ccc(C)cc2)C12CCN(C(=O)c1ccco1)CC2 (configuration not stated) | ? | -18% | 5 | -3% | 2% | ? | i |
| Cn1cnc(S(=O)(=O)N2CCC(c3nc(C4CC4)no3)C2)c1 (configuration not stated) | -5% | 5% | -6 | 2% | 6% | 2% | i |
| Cc1ccccc1C(=O)NC1(C(F)(F)F)C(=O)Nc2c1c(=O)[nH]c(=O)n2CCc1ccccc1 (configuration not stated) | . | -14% | -18 | . | 0% | . | . |

Profiles from above. Order of values: NIH3T3 tox | SNCA expr inh | IP6K1 inhibitor | Luciferase inh | HEK293 viab | HEK cytotox | GPT2 inhibitor
Record of `COc1ccc(-c2cnc3n2CC(C(=O)NCC2CC2)CC3)cc1` (configuration not stated) → ? | -16% | 15 | 2% | -1% | -15% | i
Record of `O=C(NC1CCN(c2cc(-c3cccs3)[nH]n2)C1)c1ccccc1Br` (configuration not stated) → ? | 10% | -3 | -3% | -10% | ? | -19%

Molecules from the list above that contain an aryl methoxy group (ten):
| mol | NIH3T3 tox | SNCA expr inh | IP6K1 inhibitor | Luciferase inh | HEK293 viab | HEK cytotox | GPT2 inhibitor |
| --- | --- | --- | --- | --- | --- | --- | --- |
| CCCC1CCN(C(=O)c2coc(COc3ccc4ccc(OC)cc4c3)n2)C1 (configuration not stated) | ? | -9% | 3 | -3% | 6% | ? | ? |
| CCc1ccc(OCC2c3cc(OC)c(OC)cc3CCN2C(=O)c2ccc(S(=O)(=O)N3CCCC3)cc2)cc1 (configuration not stated) | . | 11% | 4 | . | 4% | . | . |
| COc1ccc(OCC2CN(CC3CC3)[S+](=O)([O-])c3cnccc3O2)cc1 (configuration not stated) | -20%[46.1 µM] | -8%[25.6 µM] | 0 | . | 0%[23.9 µM] | ? | -3%[27.3 µM] |
| COc1ccc(Cn2c(=O)c(C(=O)N3CCN(C(=O)c4cccc(OC)c4)CC3)nc3cccnc32)cc1 | -36% | -17% | 10 | . | -14% | -22% | i |
| COc1ccc(-c2cc(C(=O)NC(C)c3ccccc3)c3cc(C(C)C)ccc3n2)cc1 (configuration not stated) | . | -24% | 6 | . | -5% | . | . |
| COc1cccc(C(=O)N2CCC(C(=O)N3CCC(c4nc5ccncc5[nH]4)C3)CC2)c1 (configuration not stated) | 2% | 20% | -4 | . | 9% | -16% | -18% |
| CCOc1ccc(CCNC(=O)c2cn(-c3ccc(OC)cc3)c(=O)c3ccccc23)cc1OCC | . | -12% | -9 | . | -22% | . | . |
| COc1ccc(NC(=O)Nc2ccccc2OCc2cc(=O)n3ccccc3n2)c(OC)c1 | . | 22% | -20 | . | -1% | . | . |
| CCOc1ccccc1CNC(=O)c1ccc2c(c1)sc1nc(-c3cccc(OC)c3)cn12 | . | 169%[activator] | -11 | . | 1% | . | . |
| COc1ccc(-c2cnc3n2CC(C(=O)NCC2CC2)CC3)cc1 (configuration not stated) | ? | -16% | 15 | 2% | -1% | -15% | i |

Bioassay records: PubChem BioAssay, National Center for Advancing Translational Sciences (NCATS)
